Screening results as filed in PubChem.
M5 PAM – positive allosteric modulators of human muscarinic M5 receptor; P08912; CHO-K1 hM5, Fluo-8 calcium, ACh EC20 PAM; 0% = ACh EC20, 100% = ACh EC100; activation, % at 3 µM; hit rate 0.3% among 360,000;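 active = activation above the run cutoff, the mean activation of all test compounds plus 3 SD, cut at about 18% in these data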
Target sequence (P08912 whole entry, looked up): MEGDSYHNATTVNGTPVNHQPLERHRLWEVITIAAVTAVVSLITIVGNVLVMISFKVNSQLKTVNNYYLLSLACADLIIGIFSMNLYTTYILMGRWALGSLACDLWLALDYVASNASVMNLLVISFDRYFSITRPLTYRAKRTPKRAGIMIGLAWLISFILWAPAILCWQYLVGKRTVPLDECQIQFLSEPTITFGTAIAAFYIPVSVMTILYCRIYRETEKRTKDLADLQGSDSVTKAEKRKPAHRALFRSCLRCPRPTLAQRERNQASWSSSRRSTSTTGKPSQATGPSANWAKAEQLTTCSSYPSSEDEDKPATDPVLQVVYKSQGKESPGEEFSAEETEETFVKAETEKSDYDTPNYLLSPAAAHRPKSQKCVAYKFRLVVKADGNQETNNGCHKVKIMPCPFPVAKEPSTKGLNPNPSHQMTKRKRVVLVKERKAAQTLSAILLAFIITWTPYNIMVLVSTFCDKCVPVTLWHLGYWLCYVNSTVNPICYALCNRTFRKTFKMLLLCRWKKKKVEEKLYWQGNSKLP
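System – CHO-K1 hM5 cells · Compound – 3 µM, single dose · Incubation – compound preincubation 140 s before EC20 acetylcholine addition · Technique – Fluo-8 calcium fluorescence · Measure – Max/basal fluorescence ratio as % of EC20–EC100 ACh window · Benchmarks – low control EC20 acetylcholine (0%), high control EC100 acetylcholine (100%) · Replication – singlicate, one well per test compound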
TAAR1 agonist – human TAAR1 agonism; CHO RD-HGA16 TAAR1, Fluo-8 calcium fluorescence; vehicle wells 0%, saturating PEA agonist 100%; hit rate 0.99% among 360,000; Q96RJ0; activation, % at 3 µM; AID 624467;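 active = activation above the mean activation of all test compounds in the run plus 3 SD, cut at about 38% in these data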
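Test system: RD-HGA16 (CHO) cells co-expressing Gα16 and hTAAR1 | Doses: Single dose, 3 µM | Schedule: 17-24 h seeding, 75 min 37 °C dye, 30 min RT | Evaluation: % activation from peak over basal fluorescence ratio, DMSO-to-PEA scaled | Technique: Kinetic Fluo-8 calcium fluorescence | Benchmarks: Low control DMSO, high control PEA (EC100)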
CRFBP-R2 agonist – CRF-BP/CRF-R2 complex agonism | HEK293 CRF-R2/CRF-BP, calcium dye fluorescence (FLIPR); percent of saturating CRF peptide response | hit rate 0.46% among 350,000 | activation, % at 13.2 µM;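 active = activation of at least 50%, plus an integration ratio under a set limit after plate pattern correction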;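 note: plate controls were neutral control wells without compound for no effect and CRF at EC100 for full effect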
CHRM5 agonist – agonists of human muscarinic M5 receptor (CHRM5); P08912; CHO-K1 hM5 cells, Fluo-8 calcium fluorescence; 0% DMSO wells, 100% maximal acetylcholine response; activation, % at 3 µM; hit rate 0.19% among 360,000;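 active = activation above the run's mean over test compounds plus 3 SD, cut at about 23% in these data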;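 note: signal is peak over basal fluorescence ratio across the kinetic read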
M1 PAM parental – M1 PAM counterscreen hit in parental CHO-K1 cells | ATP EC20, Fluo-8 calcium fluorescence; 0% at ATP EC20, 100% at ATP max | activation, % at 3 µM | hit rate 0.02% among 360,000 | AID 602247;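 active = activation above the run cutoff, the mean activation of all test compounds plus 3 SD, cut at about 40% in these data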;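 note: peak over basal fluorescence ratio in a 140 s read after ATP addition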
M5 antag – blocks acetylcholine activation of human M5 receptor. CHO-hM5 cells, Fluo-8 calcium fluorescence, ACh EC80. inhibition, % at 3 µM. hit rate 0.59% among 360,000. P08912;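 active = inhibition above a per-plate cutoff, the mean of that plate's test compounds plus 3 SD, cut at about 27% in these data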;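 note: 0% = acetylcholine EC80 with DMSO and 100% = DMSO without agonist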
M4 PAM – CHRM4 positive allosteric modulation | P08173 | CHO-K1 hM4/Gqi5, Fluo-8 calcium fluorescence, ACh EC20; 0% = ACh EC20, 100% = maximal ACh | activation, % at 3 µM | hit rate 0.4% among 360,000;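 active = activation above its plate's cutoff, the mean activation of sample wells plus 3 SD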; note: some results filed as inactive read as strong as hits
Target sequence (P08173 whole entry, looked up): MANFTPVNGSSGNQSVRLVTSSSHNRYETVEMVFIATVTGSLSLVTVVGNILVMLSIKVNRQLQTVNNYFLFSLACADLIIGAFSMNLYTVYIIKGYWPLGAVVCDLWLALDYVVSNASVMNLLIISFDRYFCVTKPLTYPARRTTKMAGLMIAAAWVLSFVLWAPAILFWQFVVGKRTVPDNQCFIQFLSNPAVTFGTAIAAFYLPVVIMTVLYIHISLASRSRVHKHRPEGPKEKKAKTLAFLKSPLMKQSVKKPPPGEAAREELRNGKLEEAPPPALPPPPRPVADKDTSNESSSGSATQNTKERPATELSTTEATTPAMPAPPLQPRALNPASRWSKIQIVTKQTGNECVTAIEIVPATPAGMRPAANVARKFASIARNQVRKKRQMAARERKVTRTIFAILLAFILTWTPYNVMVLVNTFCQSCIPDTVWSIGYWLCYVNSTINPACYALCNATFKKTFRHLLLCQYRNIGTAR
CRFBP-R2 block – CRF-BP/CRF-R2 complex antagonism | HEK293 CRF-R2/CRF-BP, CRF-induced calcium fluorescence | inhibition, % at 11.8 µM | hit rate 0.59% among 350,000 | AID 588475;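 active = inhibition of the ligand-induced calcium signal above about 50% at the single tested concentration, limit read from the data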
TAAR1 antag – human TAAR1 antagonism | CHO RD-HGA16 TAAR1, Fluo-8 calcium fluorescence, antagonist | inhibition, % at 3 µM | hit rate 1.5% among 360,000 | AID 624466;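 active = inhibition above a per-plate cutoff, the mean inhibition of test compounds on that plate plus 3 SD, cut at about 49% in these data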;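 note: 0% = DMSO plus EC80 beta-PEA response and 100% = DMSO alone without agonist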
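Test system – hTAAR1-expressing CHO RD-HGA16 cells, Gα16-coupled · Reagent – β-PEA at EC80 concentration, post-compound challenge · Compound dosing – 3 µM, single point · Timing – 140 s kinetic read after compound, 140 s after agonist · Detection – Fluo-8 intracellular calcium dye fluorescence, real-time kinetic reads · Control set – DMSO and EC80 PEA controls · Repeats – n of 1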
Numbers without * were called inactive; x = not tested or not shown.

SMILES | M5 PAM | TAAR1 agonist | CRFBP-R2 agonist | CHRM5 agonist | M1 PAM parental | M5 antag | M4 PAM | CRFBP-R2 block | TAAR1 antag
CCOC(=O)c1c(NC(=O)CSc2nnc(C)s2)sc2c1CCCCC2 | -11 | 58* | -1.4 | -4 | 21 | 5 | 7 | -28 | -11
O=C(Nc1ccc(F)cc1)N(CCCN1CCOCC1)Cc1cc2cc3c(cc2[nH]c1=O)OCCO3 | 8 | 0 | 0.0 | 2 | -3 | -11 | 5 | -6 | 1
CCn1c(C)nc2c(C)[n+](CC(=O)c3ccc(Br)cc3)ccc21 | -4 | 4 | 0.5 | -4 | -17 | 2 | -14 | -18 | 9
CC(C)n1c(SCC(=O)Nc2nc3ccccc3s2)nc2c1c(=O)n(C)c(=O)n2C | 11 | 10 | -0.4 | -8 | 7 | -10 | 7 | -10 | -4
COc1cccc(CC2(CO)CCCN(Cc3cn(C)c4ccccc34)C2)c1 (centres undefined) | -2 | 8 | -2.0 | -1 | 20 | 3 | -9 | -25 | -25
O=C(Nc1ccccc1)Nc1ccccc1-n1ccnc1 | -1 | 2 | 2.6 | -2 | 17 | -5 | 1 | 8 | 2
Cc1c(Cc2ccccc2)sc(NC(=O)/C=C/c2cccc3ccccc23)c1C(N)=O | -1 | -1 | 0.6 | -3 | 26 | -4 | 8 | 5 | -7
COc1ccc(S(=O)(=O)N(CC(=O)NN=C2CCN(C)CC2)c2cc(Cl)ccc2OC)cc1OC | -3 | 2 | 0.1 | -2 | 5 | 13 | -8 | -19 | 10
CC(=O)C[C@@H](O)CC(=O)[C@H]1OC(=O)CC/C=C\Cc2ccccc21 | -9 | 9 | -1.9 | 0 | 10 | 18 | 4 | -2 | -10
Cc1ccc(C(=O)/C=C/c2ccc(F)cc2)o1 | 1 | -3 | -2.3 | -3 | 15 | -5 | 7 | -17 | 2
CCCCN(C=O)c1c(CC)nc2c(OCC(=O)C(C)(C)C)cccn12 | 2 | 2 | x | -2 | 14 | -7 | 4 | x | -1
C[C@H]1CN([C@@H](C)CO)C(=O)c2cc(-c3cccnc3)cnc2O[C@H]1CN(C)Cc1ccc(Oc2ccccc2)cc1 | -1 | 1 | -0.1 | -3 | 16 | -6 | 2 | 5 | -20
COc1ccc(NC(=O)c2ccc3[nH]c(C)c(C)c3c2)cc1 | -1 | -2 | -6.8 | -6 | -4 | 4 | 4 | -6 | 22
CCC(=O)Nc1ccc2nc(SCC(=O)N3CCOCC3)sc2c1 | -5 | 4 | 1.0 | -1 | 13 | 10 | 16 | -21 | -6
CC(C)OC(=O)CC(=O)CSc1nc(-c2ccc(F)cc2)cc(-c2ccccc2)c1C#N | 3 | 4 | -0.9 | -1 | 16 | -2 | -4 | -2 | 3
CCC(=O)Nc1ccc2oc(-c3ccccc3Br)nc2c1 | 0 | 26 | 5.1 | 1 | 20 | -13 | 1 | -10 | 2
OCC1(Cc2ccc(Cl)cc2)CCN(Cc2ccc(Oc3ncccn3)cc2)CC1 | -11 | 6 | 8.5 | -10 | 10 | 2 | -18 | -49 | -11
COc1ccc(/C=C/C(=O)Nc2ccc3nc4n(c(=O)c3c2)CCCC4)cc1OC | 12 | 2 | -1.2 | -2 | 18 | -10 | 5 | 0 | 16
NNc1nc2c(-c3ccc(F)cc3)nnn2c2ccccc12 | -2 | 2 | -1.4 | 1 | 9 | 10 | 3 | -10 | 1
OC(c1ccc(F)c(F)c1)c1nc(-c2ccoc2)cs1 (centres undefined) | -1 | 3 | x | -1 | 14 | 5 | 3 | x | -19
c1ccc(Cn2c(Cn3c(-c4cnccn4)nc4ccccc43)nc3ccccc32)cc1 | -9 | 4 | x | 2 | 2 | 7 | -4 | x | 15
O=C(Nc1cccc(S(=O)(=O)C(F)(F)F)c1)[C@@H]1O[C@H](CO)[C@@H](O)[C@H]1O | 0 | 0 | x | 0 | 13 | 3 | -1 | x | -5
Cc1c(Cl)c([N+](=O)[O-])nn1CC(=O)N1CCN(Cc2ccccc2)CC1 | -2 | 8 | -1.2 | -2 | 19 | -2 | 0 | -1 | -20
CCN(CC)Cc1c(O)ccc2c(=O)c(Oc3ccccc3OC)coc12 | -4 | 10 | 0.9 | 2 | 9 | 3 | 2 | 5 | -11
CCOc1ccc(-c2nc3n(c(=O)c2C#N)CCCS3)cc1 | -2 | 2 | 0.1 | -2 | 6 | -5 | -3 | -3 | 7
The list continues.
SMILES | M5 PAM | TAAR1 agonist | CRFBP-R2 agonist | CHRM5 agonist | M1 PAM parental | M5 antag | M4 PAM | CRFBP-R2 block | TAAR1 antag
Cc1cccc(/C=C/c2onc(C)c2S(=O)(=O)N2CCC(C(=O)N3CCCCCC3)CC2)c1 | 8 | 2 | 4.6 | 3 | 6 | 0 | 1 | 8 | -8
O=C(O)CN1C(=O)/C(=C\c2cccc(OCc3ccc(Cl)cc3Cl)c2)SC1=S | 2 | 4 | 1.7 | -1 | 19 | 5 | 3 | 30 | 11
CCOC(=O)N1CCN(C(=O)c2cn(CC)c3ccc(S(=O)(=O)N4CC(C)CC(C)C4)cc3c2=O)CC1 (centres undefined) | -2 | 2 | -2.0 | 0 | -8 | 11 | -1 | 5 | -5
Cc1cnc(NC(=O)C2CCCO2)s1 (centres undefined) | -3 | 16 | 1.6 | -1 | -2 | 7 | 0 | 11 | 5
O=C(Oc1ccc[nH]c1=O)c1cccc(Cl)c1 | -1 | 5 | 0.3 | -4 | 2 | 4 | -3 | 9 | -11
CCOC(=O)c1ccc(NC(=O)C2(c3ccccc3)CCOCC2)cc1 | 1 | -2 | 0.5 | -2 | 4 | -4 | 2 | -2 | -11
O=C(NCC(=O)N(CCN1CCOCC1)C(C(=O)NC1CCCC1)c1ccccc1)c1cccs1 (centres undefined) | 2 | 4 | -2.6 | -2 | -7 | 6 | 0 | -4 | 9
CCOc1ccc(NC(=O)CCN2CCN(S(=O)(=O)c3ccc(Cl)cc3)CC2)cc1 | -4 | 3 | 0.1 | 2 | 8 | 2 | -9 | 7 | 4
CCOc1ccc(C2c3[nH]c4ccccc4c3C[C@H]3C(=O)N(C4CC4)CC(=O)N23)cc1OC (some centres undefined) | -7 | 8 | 0.4 | 3 | -2 | 15 | -10 | -16 | 4
Cc1ccc(S(=O)(=O)Nc2ccc(OCC(=O)N3CCOCC3)cc2)c(C)c1NS(C)(=O)=O | 2 | 5 | -0.2 | 0 | -14 | -5 | -4 | -2 | 3
Cc1ccc(-n2c(C)cc(=O)cc2C)c(C)c1 | -3 | -1 | 0.1 | -3 | 7 | 4 | 10 | -3 | -1
COc1cc(NC(=S)N2CCN(CCO)CC2)cc(OC)c1 | 11 | 3 | -0.2 | 0 | 17 | 0 | 0 | 0 | 9
Cc1cccc(C)c1NC(=O)C1c2ccccc2OCC(=O)N1CCCN1CCOCC1 (centres undefined) | 9 | 1 | x | 2 | 19 | -12 | 0 | x | 3
COc1cc(CC(=O)OCC(=O)N2CCN(C(=O)c3ccco3)CC2)cc(OC)c1OC | 12 | 12 | 0.5 | 2 | 16 | -4 | 9 | -1 | -6
COc1cc(OC)cc(C(=O)NNC(=O)NC2CCCCC2)c1 | -6 | -2 | 1.0 | -1 | 3 | 6 | -7 | 3 | -3
CCOCC(=O)Nc1cccc(Br)c1 | 5 | -1 | 0.9 | -4 | 23 | 7 | 8 | 4 | 6
O=S(=O)(c1ccc(F)c(F)c1F)N1CCN(C(=S)Nc2ccccc2)CC1 | 12 | 3 | 0.2 | 2 | 5 | 6 | 3 | 5 | 3
O=C1c2cccc([N+](=O)[O-])c2C(=O)N1C1CCCCC1 | -3 | 3 | 0.1 | -1 | 6 | 7 | 9 | 19 | -19
CCOc1ccc(NC(=O)Nc2ccc(Cc3ccncc3)cc2)cc1 | -9 | -1 | -2.5 | -5 | 4 | 6 | -4 | -9 | 4
COC(=O)C1=C(C)N(c2ccc(Cl)c(Cl)c2)C(=O)C1 | -2 | 0 | -2.5 | -9 | 3 | 3 | 11 | -7 | -20
N#Cc1c(NC(=O)C2CC2)sc2c1CCCCC2 | -6 | 2 | 0.0 | -3 | 21 | -2 | -11 | 11 | -4
COc1ccc(C2Nc3ccccc3C(=O)N2c2ccccc2)cc1CSc1ccccn1 (centres undefined) | -8 | 2 | 0.9 | -3 | -2 | 2 | -9 | 58* | 2
CCN1CCN(c2oc(-c3ccco3)nc2C#N)CC1 | 3 | 1 | -0.1 | 0 | 3 | -3 | -5 | 4 | -42
COC(=O)C1=C(C)N(c2ccc(C)c(C)c2)/C(=C/c2ccco2)C1=O | 6 | x | -0.8 | 1 | 11 | 1 | 0 | 5 | x
O=C(COc1ccc(Cl)cc1Cl)N/N=C/c1ccccn1 | -1 | 0 | 0.5 | -2 | -17 | -3 | -1 | 3 | 2
Continued.
SMILES | M5 PAM | TAAR1 agonist | CRFBP-R2 agonist | CHRM5 agonist | M1 PAM parental | M5 antag | M4 PAM | CRFBP-R2 block | TAAR1 antag
NC(c1ccc(F)c(F)c1)c1nc(-c2cncnc2)cs1 (centres undefined) | 5 | -1 | x | 0 | 22 | -1 | 6 | x | -23
O=C(N/N=C/C=C/c1ccccc1)c1cccc(Br)c1 | -1 | 3 | -0.2 | 1 | 14 | -1 | 1 | -10 | -9
CC1(C)CC(=O)C(C=NCC2CCN(C(=O)Cc3ccccc3)CC2)=C(O)C1 | 4 | 5 | 7.0 | -3 | 18 | -1 | 11 | 10 | -35
COC(=O)C(CCC(=O)CN1C(=O)c2ccccc2C1=O)N1C(=O)c2ccccc2C1=O (centres undefined) | -5 | 2 | -4.3 | 0 | 5 | 11 | 4 | 39 | -4
Cn1ncc(Br)c1C(=O)Nc1c(F)c(F)cc(F)c1F | 3 | 2 | 1.1 | -2 | 12 | -8 | 12 | -4 | 13
Clc1ccc(-c2nnsc2SCc2ccccc2)cc1 | -6 | 12 | 8.6 | 3 | 10 | -10 | 8 | 26 | 14
O=C(NCCCO)C(=O)NCc1ccccn1 | 12 | 6 | 2.2 | -2 | 7 | -13 | 2 | 21 | 23
Cc1ccc(C2CC(C(F)(F)F)n3ncc(C(=O)NCc4ccco4)c3N2)cc1 (centres undefined) | -5 | 12 | 0.2 | -1 | 18 | 4 | 10 | -13 | -28

One compound at a time, from the list above:
Clc1ccc(-c2nnsc2SCc2ccccc2)cc1 across the screens: M5 PAM: -6; TAAR1 agonist: 12; CRFBP-R2 agonist: 8.6; CHRM5 agonist: 3; M1 PAM parental: 10; M5 antag: -10; M4 PAM: 8; CRFBP-R2 block: 26; TAAR1 antag: 14
CC1(C)CC(=O)C(C=NCC2CCN(C(=O)Cc3ccccc3)CC2)=C(O)C1 across the screens: M5 PAM: 4; TAAR1 agonist: 5; CRFBP-R2 agonist: 7.0; CHRM5 agonist: -3; M1 PAM parental: 18; M5 antag: -1; M4 PAM: 11; CRFBP-R2 block: 10; TAAR1 antag: -35
